# Compound activity: PubChem BioAssay, National Center for Advancing Translational Sciences (NCATS)
# TCR act – T cell receptor activation; Potency, µM (titrated, usually from 9.22 µM), for the others: at the highest dose activation of IL-2 secretion, usual class: activators; 330,000 tested, under 10 active; primary human leukocytes, anti-CD3, IL-2 HTRF, 48 h; AID 504894; further: % of control where 0% means no effect
#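 Primary human leukocytes incubated 48 hr with anti-CD3 beads plus compound, without co-stimulation. Secreted IL-2 measured by HTRF (europium cryptate/d2 anti-IL-2 pair, 320 nm excitation, 665 nm emission).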
# BRCA1 expr up – BRCA1 expression activation; 1.1% of 380,000 active; AID 624202; Potency, µM (series often up to 46.1 µM), inactives show at the top dose activation, hits mostly activators; MCF7-BRCA1-FFLuc reporter, luminescence, 48 h; response scale: scaled: vehicle 0%, 10 µM genistein 100%; further: potency means the concentration at half of the fitted maximal effect; nearly all actives have a fitted effect of over 80% in size; some results filed as inactive show a strong effect at the top dose
#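 Luminescence from a BRCA1-driven firefly luciferase in MCF7 cells was read after 48 h compound exposure at 37 C. Data normalized against DMSO and a 10microM genistein activation control, then curve-fitted across the titration.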
# A-T KAP1 phos – potential ataxia-telangiectasia treatments restoring KAP-1 phosphorylation | […] A-T fibroblasts, KAP-1 phosphorylation AlphaLISA; neocarzinostatin DNA damage 30 min before lysis | Potency, µM (top dose mostly 57.5 µM), inactives show at the top dose activation, usual class: activators | 0.19% of 320,000 active | AID 485349; further: potency means the concentration at half of the fitted maximal effect; % of control where 0% means no effect; nearly all actives have a fitted effect of over 45% in size
#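 ATM-like activity read as KAP-1 phosphorylation via AlphaLISA donor/acceptor antibody pairs after lysis and 6 hr at 25C. Cells were ATM-null patient fibroblasts ([…], hTERT), dosed 60 min, then exposed to the DSB inducer NCS for 30 min.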
# ELG1 DNA repair – inhibitors of ELG1-dependent DNA repair in HEK293T cells | HEK293T ELG1-luciferase reporter, luminescence, 16 h; DNA damage induced by 5-fluorouridine | AID 504467 | 2.3% of 330,000 active | Potency, µM (titrated, usually from 46.1 µM), for inactives: at the highest dose activity change, negative = inhibition, hits mostly inhibitors; further: potency means the concentration at half of the fitted maximal effect; on the % scale 0 is the no-effect control and ±100 the full control effect; nearly all actives have a fitted effect of over 55% in size
#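 Overnight (16 hr) co-exposure of 2,000 cells/well to 5-fluorouridine and compound at 37 °C preceded detection. Luciferase was quantified via ONE-Glo luminescence; loss of signal denotes inhibition.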
# p53 reactivation – re-activators of mutant p53. H1299 p53-A138V BP100-luciferase reporter, luminescence, 24 h. Potency, µM (top dose mostly 92.2 µM), for the others: at the top dose activity change, positive = activation, usual class: activators. 0.063% of 320,000 active; further: potency means the concentration at half of the fitted maximal effect; % of control where 0% means no effect; nearly all actives have a fitted effect of over 45% in size
#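 p53-null H1299 cells stably carrying temperature-sensitive p53-A138V and a BP100-luciferase reporter were pinned with compounds (4-point, 1:5 series) and held 24 hrs at 37 deg C. Luminescence was read 10 min after detection reagent.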
# TSG101-PTAP inh – blocks PTAP/TSG101 interaction to inhibit HIV-1 budding; Q99816; Potency, µM (top dose mostly 115 µM), without a hit: at the highest dose activity change, negative = inhibition, most hits filed as inhibitors; 340,000 tested, under 10 active; AID 493005; Fluorescence polarization, FITC-PTAP peptide / Tsg101 binding; active means well fitted inhibition curve with a large enough effect in the main read-out, with a control signal flat, not every such curve was filed as active; inconclusive means small, poorly fitted or top-dose-only effect, or effect the other way, or a change in a side signal; inactive means no such curve, though single readings can be large or run the other way; further: potency means the concentration at half of the fitted maximal effect; % of control where 0% means no effect
# Target sequence (Q99816 whole entry, looked up): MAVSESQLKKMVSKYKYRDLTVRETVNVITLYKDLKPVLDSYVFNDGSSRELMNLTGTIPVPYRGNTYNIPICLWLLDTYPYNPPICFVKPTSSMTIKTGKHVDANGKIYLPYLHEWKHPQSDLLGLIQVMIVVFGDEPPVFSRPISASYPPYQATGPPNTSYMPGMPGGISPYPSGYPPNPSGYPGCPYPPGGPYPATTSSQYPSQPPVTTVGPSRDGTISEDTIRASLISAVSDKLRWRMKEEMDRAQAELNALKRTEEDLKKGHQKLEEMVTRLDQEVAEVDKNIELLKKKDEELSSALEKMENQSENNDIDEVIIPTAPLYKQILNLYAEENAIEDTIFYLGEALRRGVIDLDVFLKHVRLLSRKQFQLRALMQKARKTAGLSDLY
#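 FP read-out: FITC-PTAP peptide, 50 nM final, binding Tsg101 binding domain, 10 uM final; 20 min, r.t.; 10 mM HEPES pH 7.5, 0.15 M NaCl, 0.01% Tween 20, 3 mM EDTA, 0.1 mM TCEP.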
# a7 integrin act – activates integrin-mediated alleviation for muscular dystrophy. alpha7betagal myoblasts, beta-gal FDG fluorescence, 48 h. Potency, µM (titrated, usually from 38.3 µM), for inactives: top-dose activation, actives largely listed as activators. 0.064% of 350,000 active. AID 624291;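 further: potency means the concentration at half of the fitted maximal effect; 100% = response of the positive control SU9516; nearly all actives have a fitted effect of over 60% in size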
#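 alpha7betagal+/- myoblasts (passage 13, 250/well) treated 48 h at 37C with compounds at 1:260 dilution of DMSO stock. Lysed, then beta-galactosidase activity read as FDG fluorescence (ex 480/em 540) after 30 min, with pre-read for autofluorescence.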
# CXXC DNA block – MLL CXXC-DNA interaction inhibition; Potency, µM (doses to about 115 µM), for the others: at the top dose activity change, negative = inhibition, actives largely listed as inhibitors; MLL-CXXC / FITC-HOXA9 DNA fluorescence polarization; 0.037% of 290,000 active; active means well fitted inhibition curve with a large enough effect in the polarisation, with a control signal flat, not every such curve was filed as active; inconclusive means small, poorly fitted or top-dose-only effect, or effect the other way, or a change in a side signal; inactive means no such curve, though single readings can be large or run the other way; the % refers to the polarisation; further: potency means the concentration at half of the fitted maximal effect
#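 Fluorescence polarization: 7 uM MLL-CXXC (stock) preincubated 5 min with compounds, then 50 nM fluorescein-HOX-A9 DNA (stock) added; 30 min ambient. Buffer 50 mM Tris-HCl pH 7.5, 50 mM NaCl, 1 mM DTT, 0.05% BSA.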
# TRPV1 ag – activates the human vanilloid receptor TRPV1; Q8NER1; AID 540275; TRPV1-expressing cells, Fluo-8 calcium influx, agonist mode; 0.19% of 320,000 active; activation, % at 8.33 µM; in the data active means activation above about 80%; inconclusive means between about 30% and that limit; further: 0% is about no effect
#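 Fluo-8 calcium influx in TRPV1-expressing cells, kinetic read (ex 480/em 520 nm). Compound added and read 3 min for agonist activity, followed by capsaicin at EC20 final and 2 min further read for enhancement.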
# B2AR arrestin – recruits beta-arrestin to the human beta2-adrenergic receptor; P07550; beta-arrestin recruitment to beta2AR, cell-based reporter; Potency, µM (titrated, usually from 46.1 µM), for the others: at the highest dose activation, hits mostly activators; 0.02% of 330,000 active; AID 492947;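 further: potency means the concentration at half of the fitted maximal effect; 0% = DMSO controls and full agonism = EC100 isoproterenol or metaproterenol; nearly all actives have a fitted effect of over 65% in size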
# Target sequence (P07550 whole entry, looked up): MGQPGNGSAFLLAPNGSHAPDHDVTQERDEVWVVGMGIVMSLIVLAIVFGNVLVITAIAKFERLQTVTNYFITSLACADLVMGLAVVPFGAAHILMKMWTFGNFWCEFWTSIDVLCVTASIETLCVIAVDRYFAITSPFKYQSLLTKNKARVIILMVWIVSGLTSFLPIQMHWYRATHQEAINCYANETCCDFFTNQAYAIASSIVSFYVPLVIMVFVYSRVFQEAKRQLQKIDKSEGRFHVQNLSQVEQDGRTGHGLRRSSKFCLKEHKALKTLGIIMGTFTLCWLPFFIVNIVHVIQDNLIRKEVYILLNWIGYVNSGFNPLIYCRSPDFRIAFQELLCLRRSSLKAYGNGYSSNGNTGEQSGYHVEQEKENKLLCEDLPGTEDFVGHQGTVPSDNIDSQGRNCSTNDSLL
# Active calls of the source: *; ? = inconclusive; . = no result given; [ ] = another dose, or the depositor's remark. Unless noted, the call rests on the fitted dose curve; in most records, active means well fitted curve in the direction sought with a large enough effect; inconclusive means small, poorly fitted or top-dose-only effect, or another doubt; inactive means no such curve, though single readings can be large; an effect the other way counts as inactive or inconclusive.
SMILES	TCR act	BRCA1 expr up	A-T KAP1 phos	ELG1 DNA repair	p53 reactivation	TSG101-PTAP inh	a7 integrin act	CXXC DNA block	TRPV1 ag	B2AR arrestin
COC(=O)c1ccc2c(=O)n(-c3ccccc3)c(SCN3C(=O)c4ccccc4C3=O)nc2c1	-2%[46.1 µM]	-6%	-11%	-5%	-4%	0%	-17%	27%	2	-4.5%
Cc1nnc(NC(=O)CCN2C(=O)/C(=C\c3ccccc3)SC2=S)s1	4%	-2%	-3%	2%	0%	1%	34%	-4%	-1	0.4%
Cc1cc(NC(=O)C2CC(=O)N(c3cccc(Cl)c3)C2)no1 (stereo unspecified)	-1%	-23%	1%	3%	2%	-12%	17%	49%[activator]	2	-0.2%
Fc1cc(Cl)ccc1NC1=NCCCCC1	-28%	-11%	-3%	12%	-2%	-6%	-7%	?	1	-0.2%
COc1ccccc1OCC(=O)Nc1cccc(S(=O)(=O)NC2=NCCCCC2)c1	-3%	0%	6%	6%	-5%	1%	-1%	.	2	0.1%
CCN(c1ccccc1)S(=O)(=O)c1ccc(C(=O)NCC(c2cccs2)N(C)C)cc1 (stereo unspecified)	-5%	-27%	2%	-12%	0%	1%	4%	3%	-4	0.1%
CSc1cnnc2ccccc12	0%	12%	.	.	.	-3%	-13%	.	.	.
CN(CC(=O)Nn1cnnc1)S(=O)(=O)c1ccc(Br)cc1	1%	-11%	-3%	?	3%	-6%	-7%	2%	0	-0.5%
O=C(CSc1nc2ccccc2[nH]1)Nc1c(F)c(F)c(F)c(F)c1F	6%	-24%	8%	-25%	0%	3%	-4%	9%	?	-0.1%
COc1ccccc1N1CCN(C(=O)c2ccc(COc3cccc4c3OC(C)(C)C4)cc2)CC1	-1%	-62%	8%	?	2%	0%	-36%	.	5	0.5%
NC(=O)CSc1nc2ccccc2c(=O)n1-c1ccccc1	.	19%	20%	?	4%	-2%	10%	6%	-3	-0.4%
COc1ccccc1N1CCN(C(=O)CSc2nnnn2C2CC2)CC1	1%	-6%	-1%	9%	1%	-1%	-6%	.	1	-0.1%
COc1ccccc1/C=C/C=N/NC(=O)c1ccc2nc[nH]c2c1	.	.	2%	-1%	1%	.	.	17%	0	0.1%
CCOc1ccc(/C(O)=C2/C(=O)C(=O)N(c3ncccn3)C2c2ccccc2)cc1 (stereo unspecified)	0%[46.1 µM]	5%	-3%	4%	12%	-4%	11%	-19%	-1	-0.6%
COc1ccc(C2=NN(S(=O)(=O)c3ccccc3)C(c3ccccc3)C2)cc1 (stereo unspecified)	1%	-25%	4%	-24%	1%	-1%	19%	-11%	2	-0.7%
CC[C@]12c3[nH]c4cc(-c5ccco5)ccc4c3CCN1C(=O)[C@@H](CC(=O)NCC13CC4CC(CC(C4)C1)C3)C[C@@H]2C(=O)N1CCN(C(=O)C2CC2)CC1	3%[46.1 µM]	-68%	0%	?	2%	3%	0%	.	.	0.3%
CCc1nnc(NC(=O)CN2CCOCC2)s1	-3%	7%	2%	8%	11%	-1%	-6%	9%	-2	0.3%
O=C(Nc1nc(-c2ccc3c(c2)OCCO3)cs1)c1ccc(S(=O)(=O)N2CCCCC2)cc1	-1%	-71%	7%	4.1µM*	-6%	-8%	9%	1%	2	-0.4%
COc1ccccc1CNC(=O)C1CCN(S(=O)(=O)c2ccc(-n3cnnn3)cc2)CC1	-2%	-22%	4%	16%	-3%	0%	-11%	61%[activator]	-7	-1.0%
Cc1ccccc1-n1c2nc(=O)n(C)c(=O)c-2cc2ccccc21	-4%	-23%	-12%	2%	-7%	-2%	-11%	-3%	4	0.1%
Cc1cc(=O)oc(C)c1C(=O)NCc1ccccn1	-3%	1%	-1%	3%	-4%	-2%	0%	0%	0	-0.6%
Cc1[nH]c2ccccc2c(=O)c1SC(F)(F)C(F)C(F)(F)F (stereo unspecified)	-6%	0%	10%	1%	0%	-3%	22%	-10%	5	-0.2%
C=CCN(c1ccccc1Cl)S(=O)(=O)c1cc(C(=O)N2CCCC2)ccc1Cl	-1%	-13%	8%	-8%	2%	-5%	-41%	-8%	?	-0.7%
C=CCn1c(SCC(=O)Nc2nc3ccccc3s2)nnc1-c1ccccc1O	.	-20%	-2%	-16%	-8%	-6%	27%	-5%	3	3.4%
COc1cccc(/C=C2\SC(=O)N(CCC(=O)N3CCC(C(=O)O)CC3)C2=O)c1	3%	26%	0%	23%	4%	-4%	7%	9%	1	0.2%
O=[N+]([O-])c1ccc2nc(-[n+]3c(-c4ccccc4)cc(-c4ccccc4)cc3-c3ccccc3)[nH]c2c1	-4%[46.1 µM]	-86%[inhibitor]	1%	23µM*	8%	-1%	-53%[inhibitor]	9%	12	11%
Cc1ccoc1C(=O)N1CCCC(CO)(Cc2ccc(F)cc2)C1 (stereo unspecified)	-1%	-11%	12%	-9%	-4%	-1%	-43%	5%	6	-0.2%
CC(OC(=O)c1ccc(S(=O)(=O)N2CCCCC2)cc1)C(=O)Nc1ccc(C(N)=O)cc1 (stereo unspecified)	13%	-4%	-18%	?	1%	0%	16%	.	-2	-0.5%
CN(Cc1ccccc1)C(=O)COC(=O)c1ccc(S(=O)(=O)N(C)C)cc1	1%	0%	-7%	3%	1%	-2%	-24%	-1%	0	0.1%
COc1ccc(C(C(=O)OC(C)CN(C)C)c2ccccc2)cc1 (stereo unspecified)	1%	-5%	3%	9%	16%	-1%	5%	6%	6	-0.8%
COCC(=O)N1CCN(c2cccc(Cl)c2)CC1	3%	8%	-2%	5%	5%	-2%	-5%	8%	16	0.2%
CC(=O)C1=C(O)C(=O)N(Cc2ccccc2)C1c1ccccc1F (stereo unspecified)	-7%	-11%	-1%	-4%	5%	-2%	-4%	8%	2	-0.9%
O=C(COc1cc(Cl)ccc1Cl)Nc1ccc2c(c1)CCC2	0%[46.1 µM]	14%	-4%	23%	-4%	-3%	-1%	-3%	16	-0.7%
Nc1nc(=S)[nH]c2c1C1(CCCCC1)Cc1ccccc1-2	1%[46.1 µM]	-15%	-5%	15%	2%	-2%	1%	8%	0	-2.8%
COc1cc2ccc(=O)oc2c(O)c1O	10%	-10%	.	.	.	0%	-5%	.	.	.
COc1ccc(OCC(=O)NNC(=O)c2cccc(C)c2)cc1	3%	0%	-2%	7%	-2%	-3%	1%	7%	2	-0.1%
COC(=O)c1ccc(CSc2nnc(NC(=O)C3CC(=O)N(c4ccc5c(c4)OCCO5)C3)s2)cc1 (stereo unspecified)	3%[46.1 µM]	22%	3%	?	0%	2%	-22%	9%	2	0.3%
Cc1ccc(C)c(N2CN(Cc3cccnc3)CNC2=S)c1	-7%[46.1 µM]	-11%	-1%	?	1%	-3%	-1%	-17%	0	-0.4%
c1coc(C2=Nc3cccc4cccc(c34)N2)c1	0%	-23%	0%	11%	-3%	-1%	-10%	4%	-3	-0.3%
Cn1c(=O)n(C)c2cc([N+](=O)[O-])c(N3CCN(S(=O)(=O)c4ccc5ccccc5c4)CC3)cc21	-1%	-52%	-3%	-15%	4%	-6%	16%	2%	-3	0.1%
Nc1ccccc1NC(=O)NC(=O)c1ccccc1	.	?	2%	?	.	-1%	6%	13%	0	-0.4%
CN(CC(=O)OCC(=O)NCc1ccccc1)S(=O)(=O)c1ccc(F)cc1	-4%	-4%	-3%	29%	-7%	-5%	28%	.	-2	-0.1%
COc1ccccc1C(c1nnnn1CS(=O)(=O)c1ccc(C)cc1)N1CCSCC1 (stereo unspecified)	1%	-1%	8%	-15%	-3%	-4%	-31%	-11%	10	0.1%
COc1ccc(C(=O)N(Cc2ccco2)Cc2cc3cc(C)ccc3[nH]c2=O)cc1OC	2%	-16%	.	.	.	-5%	-29%	.	.	.
NS(=O)(=O)c1ccc(N2N=C(c3ccc(Br)cc3)CC2c2ccc(F)cc2)cc1 (stereo unspecified)	-5%	-99%[inhibitor]	40µM*	?	-15%	-1%	-59%[inhibitor]	-1%	0	-0.1%
CC(C)(O)C#Cc1ccc(C(=O)Nc2ccc3c(c2)OCO3)s1	-4%	68%	-4%	?	?	-2%	7%	22%	0	-0.8%
O=C(c1ccc(Cl)c(Cl)c1)N1CCC(=O)N(C(COCc2ccc(Cl)cc2)Cc2ccccc2)CC1 (stereo unspecified)	-2%	-34%	6%	?	-3%	0%	-45%[inhibitor]	12%	8	-0.5%
Cc1ccc(C(=O)Oc2oc(-c3ccco3)nc2C=Nc2ccccc2)cc1	.	.	0%	?	11%	.	.	-4%	6	-0.9%
Cc1cccn2c(=O)c3cc(C(=O)NC4CCCCCC4)sc3nc12	3%	-31%	-3%	-3%	10%	-1%	10%	9%	?	-0.6%

# Compounds as they come; about 3.8% have a hit in one of these screens.
